Bioassay records from PubChem BioAssay.
POLH inh = DNA polymerase eta (human) inhibition. AID 588591. recombinant Pol eta, fluorescent DNA replication assay. 390,000 compounds, 1.2% hits. Q9Y253. Potency, µM (doses to about 114 µM), inactives show at the top dose activity change, negative = inhibition, hits mostly inhibitors; further: on the % scale 0 is the no-effect control and ±100 the full control effect
Target sequence (Q9Y253 whole entry, looked up): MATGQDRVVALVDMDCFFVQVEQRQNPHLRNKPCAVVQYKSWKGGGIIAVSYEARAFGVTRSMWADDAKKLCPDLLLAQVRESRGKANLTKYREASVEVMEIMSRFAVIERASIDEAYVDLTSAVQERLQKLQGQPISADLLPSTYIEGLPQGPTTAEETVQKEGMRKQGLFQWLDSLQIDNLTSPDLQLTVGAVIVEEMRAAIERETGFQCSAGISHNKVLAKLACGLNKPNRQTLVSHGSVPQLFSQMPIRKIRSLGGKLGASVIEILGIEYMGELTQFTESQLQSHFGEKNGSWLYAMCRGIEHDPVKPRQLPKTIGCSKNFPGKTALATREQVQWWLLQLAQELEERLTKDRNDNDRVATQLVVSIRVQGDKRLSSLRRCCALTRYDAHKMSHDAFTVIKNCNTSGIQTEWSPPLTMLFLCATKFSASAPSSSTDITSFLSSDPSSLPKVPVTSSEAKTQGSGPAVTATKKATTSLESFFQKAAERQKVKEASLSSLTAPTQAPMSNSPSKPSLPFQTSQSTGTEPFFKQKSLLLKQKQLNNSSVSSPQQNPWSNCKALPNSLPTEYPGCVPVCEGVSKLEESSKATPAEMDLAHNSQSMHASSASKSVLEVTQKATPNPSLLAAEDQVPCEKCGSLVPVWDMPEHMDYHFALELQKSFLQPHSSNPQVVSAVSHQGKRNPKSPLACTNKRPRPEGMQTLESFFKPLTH
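Pol eta at 10 nM preincubated with compounds 15 min at room temperature; reaction started with fluorescent substrate (50 nM final) and read kinetically at 0 and 10 min.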
G9a block = G9a (human) methyltransferase inhibition; Q96KQ7; G9a H3K9 monomethylation, AlphaScreen, 2 h; Potency, µM (highest dose often 102 µM), for the others: top-dose activity, negative = inhibition, usual class: inhibitors; 350,000 compounds, 8.8% hits; AID 504332; further: on the % scale 0 is the no-effect control and ±100 the full control effect; nearly all actives have a fitted effect of over 75% in size
Target sequence (Q96KQ7 913-1193 limits assumed): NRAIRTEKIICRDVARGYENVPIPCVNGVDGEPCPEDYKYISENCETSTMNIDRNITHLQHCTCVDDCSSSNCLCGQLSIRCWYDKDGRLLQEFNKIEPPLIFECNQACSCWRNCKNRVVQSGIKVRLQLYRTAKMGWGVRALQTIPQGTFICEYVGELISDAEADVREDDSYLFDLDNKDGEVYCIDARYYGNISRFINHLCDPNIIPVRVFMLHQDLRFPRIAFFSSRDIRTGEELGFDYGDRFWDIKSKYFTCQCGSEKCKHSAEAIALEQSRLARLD
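Chemiluminescent proximity detection of H3K9 monomethylation, read after 10 min bead incubation in the dark. Reaction: 20 nM G9a, 500 nM biotin-H3K9 peptide, 20 uM SAM cofactor, 2 h, room temperature, following 15 min enzyme-compound preincubation.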
Pol beta inh = blocks human DNA polymerase beta activity; 340,000 compounds, 1.3% hits; Pol beta primer extension/strand displacement, fluorescence kinetic; Potency, µM (highest dose often 114 µM), for the others: at the highest dose activity change, negative = inhibition, usual class: inhibitors; P06746; AID 485314; further: on the % scale 0 is the no-effect control and ±100 the full control effect
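Reaction started by 50 nM substrate onto compound-treated Pol beta (10 nM, 15 min preincubation, room temperature); plates read at 0 min and 10 min. Normalized concentration-effect data fitted by four-parameter Hill equation.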
Pol kappa inh = DNA polymerase kappa (human) inhibition. Q9UBT6. purified Pol kappa, fluorescent DNA synthesis assay, 10 min. Potency, µM (series often up to 107 µM), inactives show at the highest dose activity, negative = inhibition, actives largely listed as inhibitors. 400,000 compounds, 0.53% hits; further: on the % scale 0 is the no-effect control and ±100 the full control effect
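Kinetic fluorescence readout at 0 and 10 min followed reaction start with substrate at 50 nM final. Beforehand, enzyme (10 nM Pol kappa) stood 15 min with compound at room temperature; buffer-only wells were negative controls.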
APEX1 inh = blocks human APE1 abasic DNA cleavage. P27695. recombinant APE1, TAMRA/BHQ-2 abasic DNA cleavage fluorescence. Potency, µM (top dose mostly 65.8 µM), without a hit: at the top dose activity change, negative = inhibition, hits mostly inhibitors. 350,000 compounds, 0.35% hits;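 further: plate controls were vehicle for no effect and reference inhibitor for full effect; nearly all actives have a fitted effect of over 55% in size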
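APE1 at 0.75 nM preincubated 15 min at room temperature with compound. Reaction then started with 50 nM double-stranded THF-abasic substrate labelled with TAMRA/BHQ-2, and 525/598 nm fluorescence read kinetically. Activity taken as third-minus-first read difference, normalized to DMSO and NSC13755 controls.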
BLM inh = inhibitors of human Bloom syndrome helicase BLM; P54132; 350,000 compounds, 0.2% hits; Potency, µM (titrated, usually from 56.1 µM), for the others: at the highest dose activity change, negative = inhibition, most hits filed as inhibitors; recombinant BLM DNA unwinding, fluorescence dequenching; AID 2528;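 further: plate controls were vehicle for no effect and no enzyme for full effect; nearly all actives have a fitted effect of over 35% in size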
Pol iota inh = DNA polymerase iota (human) inhibition; Q9UNA4; Potency, µM (series often up to 115 µM), inactives show top-dose activity, negative = inhibition, usual class: inhibitors; 390,000 compounds, 1% hits; Pol iota fluorescent replication assay, 10 min
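Fluorescent replication assay read twice, at 0 min and 10 min after adding 50 nM (final) substrate. Enzyme (10 nM) and compounds were first incubated 15 min at room temperature; enzyme-free buffer wells were negative controls.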
BAZ2B inh = BAZ2B (human) inhibition. 360,000 compounds, 4.4% hits. Potency, µM (highest dose often 114 µM), inactives show top-dose activity change, negative = inhibition, most hits filed as inhibitors. AlphaScreen BAZ2B-H3K14Ac peptide displacement; further: on the % scale 0 is the no-effect control and ±100 the full control effect; nearly all actives have a fitted effect of over 60% in size
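Complex of BAZ2B and biotin-H3K14Ac (50 nM apiece) forms over 30 min at RT, then faces library compounds up to 110 uM for another 30 min; AlphaScreen beads added, 20 min dark incubation, luminescence read.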
Apoferritin bind = candidate novel general anesthetic via apoferritin binding; apoferritin/1-aminoanthracene competitive binding, fluorescence; Potency, µM (highest dose often 77.5 µM), without a hit: at the top dose activity change, negative = displacement, hits mostly inhibitors; 350,000 compounds, 0.074% hits; AID 485281; further: on the % scale 0 is the no-effect control and ±100 the full control effect; nearly all actives have a fitted effect of over 20% in size
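Apoferritin-based anesthetic binding model; compound displacement of fluorescent 1-AMA measured as endpoint fluorescence after 10 minutes at room temperature, scaled to free-ligand and complex controls.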
Active calls of the source: *; ? = inconclusive; . = no result given; & = joins results of further samples; [ ] = remark or other dose. The call rests on the fitted dose curve; in most records, active means well fitted curve in the direction sought with a large enough effect; inconclusive means small, poorly fitted or top-dose-only effect, or another doubt; inactive means no such curve, though single readings can be large; an effect the other way counts as inactive or inconclusive. Potency means the concentration at half of the fitted maximal effect. An excerpt; the hit share may differ from the screen's.

SMILES | POLH inh | G9a block | Pol beta inh | Pol kappa inh | APEX1 inh | BLM inh | Pol iota inh | BAZ2B inh | Apoferritin bind
O=C(CCC(=O)c1ccc(F)cc1)NC1CCCN(Cc2ccccc2F)C1 (stereo unspecified) | 0% | . | 8% | -1% | 7% | -7% | -3% | 1% | -21%
Cn1c(C(=O)OCC(=O)NCc2ccco2)cc2sccc21 | ? | ? | ? | ? | -3% | -10% | ? | ? | -16%
COC(=O)N/N=C1\CCCc2ccccc21 | -19% | -6%[59 µM] | -21% | -17% | -5% | 0% | 18% | 0% | -4%
O=c1[nH]c(CN2CCN(S(=O)(=O)c3ccc(Cl)cc3)CC2)nc2cc(Cl)ccc12 | -14% | 15% | -8% | -10% | -4% | -7% | 7% | -11% | -7%
COC(=O)/C(C#N)=C/c1c(N2CCN(c3ccccc3)CC2)nc2c(C)cccn2c1=O | -8% | ? | -11% | -2%[60.1 µM] | 9% | -4% | 15% | -38% | 0%
Cc1ccc(-c2cnc3ccccc3n2)cc1C | -4% | 28% | 6% | -16% | -11% | -2% | -3% | 54%[activator] | -10%
Cc1ccc(Nc2cc(C(=O)NCCCN3CCOCC3)c3ccccc3n2)cc1C | -10% | 8% | 3% | -1% | -14% | -3% | 17% | -25% | -6%
Cc1cc(C)n(CCNC(=O)c2cc(COc3ccc4ncccc4c3)on2)n1 | 1% | -34% | ? | -21% | 1% | 0% | 22% | -3% | 6%
COc1ccccc1N1CCN(C(=O)CSc2nc3ccccc3nc2N2CCCCC2)CC1 | -11% | . | -3% | 0% | -11% | -11% | 0% | 8% | -5%
CCCCn1c(N)c(N(CCC(C)C)C(=O)CSc2nnc(Nc3ccccc3)s2)c(=O)[nH]c1=O | -4% | ? | 27% | -3% | 15% | -10% | 166%[activator] | . | -12%
Cc1ccc(C(c2sc3nc(-c4ccco4)nn3c2O)N2CCN(Cc3ccccc3)CC2)cc1 (stereo unspecified) | -17% | ? | 1% | -4%[60.1 µM] | . | -1% | 18% | ? | ?
O=C(COc1ccccc1)Nc1ccccc1C(=O)OCc1cc(=O)n2nc(C3CC3)sc2n1 | -15% | 19%[59 µM] | 4% | -15%[60.1 µM] | . | 1% | 16% | -2% | 0%
CCCCn1c(SCC(=O)N2CCCc3ccccc32)nc2c1c(=O)n(C)c(=O)n2C | -4% | 24%[59 µM] | -2% | 2% | 13% | -3% | 19% | 3% | -7%
Cc1ccc2ccc(C(Nc3ccccn3)c3ccccc3)c(O)c2n1 (stereo unspecified) | -6%&-17% | 14µM* | 26%&7% | -19%&-12% | -11% | -7%&-11% | 23%&14% | ? | -14%&-14%
COc1ccccc1-c1ccc(SCc2cccc(F)c2)nn1 | -12% | 56%[activator][59 µM] | 18% | -1% | 12% | -19% | 77%[activator] | 36% | ?
Cc1ccc(NCc2n[nH]c(=S)n2-c2ccccc2)c(C)c1 | -4% | 4µM* | -4% | -3% | -2% | -3% | 9% | ? | -7%
COc1ccc(S(=O)(=O)N(C)CC(=O)NCc2cccnc2)cc1Cl | -5% | 50%[12.7 µM] | 14% | -8% | 1% | 1% | -3% | 5% | -7%
CC(C)N(C(=O)[C@H]1C[C@H](CC(=O)NCCc2ccccn2)C(=O)N2CCc3c([nH]c4cc(-c5ccco5)ccc34)[C@]12C)C(C)C | -19% | . | . | 2% | -10% | . | 22% | . | .
COc1ccc2c(Cl)c(C(=O)OCC(=O)c3ccc4c(c3)NC(=O)CO4)sc2c1Cl | 6% | 30%[12.7 µM] | -10% | -14% | 1% | 2% | -10% | -21% | 3%
Cn1cccc1/C=N/n1c(-c2ccc(Cl)cc2)n[nH]c1=S | -1% | ? | -5% | -11% | 0% | -3% | 9% | 3% | -7%

Only G9a block and POLH inh (6 entries from above):
Molecule	G9a block	POLH inh
CC(C)N(C(=O)[C@H]1C[C@H](CC(=O)NCCc2ccccn2)C(=O)N2CCc3c([nH]c4cc(-c5ccco5)ccc34)[C@]12C)C(C)C	.	-19%
COC(=O)N/N=C1\CCCc2ccccc21	-6%[59 µM]	-19%
CCCCn1c(SCC(=O)N2CCCc3ccccc32)nc2c1c(=O)n(C)c(=O)n2C	24%[59 µM]	-4%
O=C(CCC(=O)c1ccc(F)cc1)NC1CCCN(Cc2ccccc2F)C1 (stereo unspecified)	.	0%
COc1ccccc1-c1ccc(SCc2cccc(F)c2)nn1	56%[activator][59 µM]	-12%
O=C(COc1ccccc1)Nc1ccccc1C(=O)OCc1cc(=O)n2nc(C3CC3)sc2n1	19%[59 µM]	-15%

More compounds:
SMILES | POLH inh | G9a block | Pol beta inh | Pol kappa inh | APEX1 inh | BLM inh | Pol iota inh | BAZ2B inh | Apoferritin bind
COc1ccc(NC(=O)CCC(=O)N/N=C/c2ccncc2)cc1 | -26% | 22µM* | -2% | 3% | -3% | 2% | 5% | -5% | -11%
O=C(Nc1ccc(NC(=O)c2cccs2)cc1)c1ccc(Br)cc1 | -9% | -10%[59 µM] | -1% | -10% | . | -9% | -14% | 0% | 51%
O=C1CCc2cc(S(=O)(=O)N3CCCCC3)cc3c2N1CC3 | 1% | ? | . | 13% | 0% | . | 27% | ? | .
Cc1n[nH]c(C)c1CCC(=O)N/N=C/c1c(C)[nH]c2ccccc12 | -21% | 6% | 1% | -2% | -1% | -2% | 60%[activator] | ? | -6%
CCn1c(CCNC(=O)c2ccc(C)cc2)n[nH]c1=S | -13% | ? | 2% | 4% | 0% | 2% | -17% | 9% | -7%
O=C(CCS(=O)(=O)c1cccc2nonc12)NC1CCCCCC1 | -7% | -8%[2.33 µM] | -2% | -13% | 15% | -9% | 18% | 2% | -5%
Cc1ccc(C(=O)N/C(=C/C=C\c2ccccc2)C(=O)NCc2ccco2)cc1 | -11% | 45µM* | ? | -4% | 1% | 0% | 4% | -37% | 8%
CCCCN(C(=O)c1cc(OC)c(OC)c(OC)c1)C1=CC2CCC(C1)N2C (stereo unspecified) | -7% | 56µM* | 43% | -1% | 1% | -1% | 7% | -3% | -9%
COc1ccc(NC(=O)Cn2c(C)cc3ccccc3c2=O)c(OC)c1 | -17% | 6%[59 µM] | -1% | 0% | . | -7% | 17% | -1% | 3%
COc1ccc(Cn2c(CO)cnc2SCc2ccccc2C)cc1 | -4% | -8%[59 µM] | 0% | -9%[60.1 µM] | . | -4% | 4% | ? | -4%
C=CCn1c(N)cc(=O)nc1SC(C)C(=O)Nc1ccc(C(=O)OCC)cc1 (stereo unspecified) | -8% | . | 18% | -15% | -6% | -2% | 3% | -7% | -3%
Cc1ccc(S(=O)(=O)N(C)C)cc1NC(=O)c1cc(-c2ccncc2)nc2ccccc12 | -11% | . | . | 17% | -1% | . | -5% | . | .
CCCn1c(SCC(=O)Nc2cccc(C)n2)nnc1C(C)C | -12% | . | -1% | 8% | 5% | 5% | 27% | 1% | -8%
Cc1ccccc1OCC(=O)Nc1ccc(N2CCN(C(=O)C(C)C)CC2)c(Cl)c1 | -12% | 8%[12.7 µM] | 9% | -13% | -1% | -4% | 0% | -8% | -4%
O=c1c2c3c(sc2ncn1Cc1ccc(F)cc1)CCC3 | -2% | -42%[59 µM] | 28% | -5% | -8% | -9% | 28% | -2% | 25µM*
O=C(NNC(=O)c1ccccc1O)c1ccc(S(=O)(=O)Nc2ccccc2)cc1 | -6% | -1% | . | -16% | -1% | . | 20% | -3% | .
O=C(Nc1c(C(=O)O)[nH]c2ccccc12)NC1CCCCC1 | -6% | ? | 4% | -4% | -7% | -15% | 25% | -7% | ?
Nc1cc(CN2C(=O)c3ccccc3C2=O)cc(Cl)c1O | -10% | ? | -22% | -4% | 1% | -10% | -13% | ? | ?
Nc1c(Cl)cc(C2=NCCn3nc4ccccc4c32)cc1Cl | -4% | ? | . | -6% | 6% | . | ? | -7% | .
CCOC(=O)C1=C(N)OC2=C(C(=O)CC(C)C2)C1c1cccnc1 (stereo unspecified) | -23% | 13% | 31% | -9% | 0% | 1% | 120%[activator] | -9% | -11%
CC(=O)c1cccc(N=C2NC(=O)CS2)c1 | 5% | 16%[12.7 µM] | 2% | -5% | 1% | 1% | 10% | 12% | -15%
COc1ccc(S(=O)(=O)N(CC(=O)NCCSCc2ccccc2)c2ccc(C)cc2)cc1 | -12% | -8%[59 µM] | 29% | -8% | . | -8% | -11% | -2% | 95%[activator]
O=C(Cn1ncc(Cl)c(Cl)c1=O)NCC1CCCCC1 | ? | -24%[59 µM] | -22% | -3% | -7% | -12% | ? | 1% | -3%
CCOc1ccccc1-c1nc(SCC(=O)c2ccc(OC)c(Br)c2)n[nH]1 | -15% | -33%[59 µM] | -16% | -5% | . | -2% | -2% | 2% | -4%
CC(C)(C)c1[nH]nc2c1C(c1ccc(OC(=O)c3ccco3)cc1)C(C#N)=C(N)O2 (stereo unspecified) | -6% | ? | 5% | -4% | 23% | -6% | 8% | -35% | -20%
CC(Sc1ncccn1)C(=O)N1CCc2ccccc21 (stereo unspecified) | -15% | ? | . | -11% | 21% | . | 0% | 3% | .
Clc1ccc(COc2cccc(CNCc3ccncc3)c2)cc1 | -27% | ? | -1% | -5% | 1% | -3% | 83%[activator] | ? | ?
O=C(OCC(=O)N1CCC(c2ccccc2)=N1)c1ccc(Cl)s1 | -1% | . | . | -7% | -20% | . | -16% | . | .
Cc1ccc(C(=O)Nn2cnnc2)c(Cl)c1 | -20% | -1% | 23% | -18% | 41% | -2% | 12% | -4% | 1%
CCc1ccc(NC(=O)[C@H](C)NC(=O)C2CCN(C(=O)[C@@H](NC(=O)OC(C)(C)C)C(C)C)CC2)cc1 | -11% | 25% | 17% | 7% | -2% | 1% | -2% | -1% | -5%
COc1ccc(OC)c(C(c2nnnn2CCc2ccccc2)N2CCN(c3ccccc3)CC2)c1 (stereo unspecified) | -17% | -11% | -22% | -10% | -6% | -7% | 12% | -38% | 75%[activator]

Apoferritin bind: hit marks shown above.
SMILES	POLH inh	G9a block	Pol kappa inh	BLM inh	Pol iota inh	BAZ2B inh	Apoferritin bind
O=c1c2c3c(sc2ncn1Cc1ccc(F)cc1)CCC3	-2%	-42%[59 µM]	-5%	-9%	28%	-2%	25µM*
